NPR2 activator: GC-B (human) receptor activation | P20594 | HEK293-GC-B cells, CNP EC30, cGMP TR-FRET; 0% at EC30 CNP, 100% saturating CNP | activation, % at 10 µM | 0.11% of 370,000 active | AID 1920062;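 active = activation at 10 µM reaching about 35% in either raw or pattern-adjusted values, limit read from the data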
SMARCA2 activ: activators of SMARCA2 function | MG213 cells, MMTV-luciferase reporter, dexamethasone, overnight | activation, % at 9.1 µM | 1% of 370,000 active | AID 652017; in the data active = activation above about 7.8%;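 note: 0% = vehicle wells and 100% = reference activator wells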
DAX1 inh-1: DAX1 (NR0B1) inhibition, primary screen; HEK293T StAR-luciferase reporter, SF-1/DAX-1 repression relief; inhibition, % at 6.8 µM; 1.1% of 370,000 active; AID 652010;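 active = inhibition above the mean over all tested compounds plus 3 SD, cut at about 3.6% in these data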;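 note: 0% = DAX-1 cells with DMSO and 100% = cells lacking DAX-1 with DMSO; higher inhibition means more luminescence from relief of DAX-1 repression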
HGIII-sPLA2 inh: Blocks human group III sPLA2 activity. QFRET BODIPY PC-A2 liposome hydrolysis, fluorescence. Q9NZ20. inhibition, % at 12.2 µM. AID 743126. 0.56% of 370,000 active;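 active = inhibition above mean plus 3 SD of compounds lying within the high and low control bounds, cut at about 19% in these data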;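 note: 0% = median of test compound wells and 100% = no enzyme DMSO wells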
DAX1 inh-2: inhibitors of human orphan nuclear receptor DAX1 (NR0B1) | P51843 | HEK293 Gal4-DAX1 luciferase reporter, luminescence | inhibition, % at 6.75 µM | 0.99% of 340,000 active | AID 504766;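 active = inhibition above the mean over all tested compounds plus 3 SD, cut at about 4.2% in these data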;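 note: 0% = DAX1-transfected cells with DMSO and 100% = empty-vector control cells with DMSO; inhibition shows as a rise in luminescence from relieved DAX1 repression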
Target sequence (P51843 207-470 limits assumed): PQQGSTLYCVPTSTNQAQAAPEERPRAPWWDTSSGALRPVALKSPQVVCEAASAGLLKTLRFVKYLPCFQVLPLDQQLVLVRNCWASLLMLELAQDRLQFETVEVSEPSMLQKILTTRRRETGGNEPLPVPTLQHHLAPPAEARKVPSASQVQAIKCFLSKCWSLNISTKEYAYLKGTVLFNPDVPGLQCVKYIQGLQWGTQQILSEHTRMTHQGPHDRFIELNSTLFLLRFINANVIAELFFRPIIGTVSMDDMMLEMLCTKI
hgDAF12 agonist: hgDAF-12 agonism, primary luciferase screen | 1.8% of 370,000 active | HEK293 GAL4-hgDAF12 UAS-luciferase reporter, agonist luminescence; normalized to butyrate control | activation, % at 6.8 µM;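 active = activation above a cutoff set at the mean of all screened compounds plus 3 SD, cut at about 10% in these data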;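 note: 0% = DMSO wells and 100% = sodium butyrate wells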
ssDAF12 agonist: S. stercoralis DAF-12 activation, primary screen; HEK293 ssDAF-12/GRIP1 lit1-tk-luc reporter, luminescence; % of 3 µM dafachronic acid response; activation, % at 6.8 µM; 1% of 370,000 active; AID 652126;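 active = activation above the mean over all tested compounds plus 3 SD, cut at about 0.9% in these data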;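 note: 0% = DMSO-only wells and 100% = 3 µM delta7-dafachronic acid wells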
ADAM10 inh: inhibits human ADAM10 | O14672 | recombinant ADAM10, EDANS/DABCYL FRET peptide cleavage, 3 h | inhibition, % at 7 µM | 0.62% of 370,000 active;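 active = inhibition above a per-campaign cutoff equal to the mean of compounds falling between control-based bounds plus 3 SD, cut at about 20% in these data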;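 note: 0% = DMSO wells while the 100% control is not disclosed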
Target sequence (O14672 214-748 limits assumed): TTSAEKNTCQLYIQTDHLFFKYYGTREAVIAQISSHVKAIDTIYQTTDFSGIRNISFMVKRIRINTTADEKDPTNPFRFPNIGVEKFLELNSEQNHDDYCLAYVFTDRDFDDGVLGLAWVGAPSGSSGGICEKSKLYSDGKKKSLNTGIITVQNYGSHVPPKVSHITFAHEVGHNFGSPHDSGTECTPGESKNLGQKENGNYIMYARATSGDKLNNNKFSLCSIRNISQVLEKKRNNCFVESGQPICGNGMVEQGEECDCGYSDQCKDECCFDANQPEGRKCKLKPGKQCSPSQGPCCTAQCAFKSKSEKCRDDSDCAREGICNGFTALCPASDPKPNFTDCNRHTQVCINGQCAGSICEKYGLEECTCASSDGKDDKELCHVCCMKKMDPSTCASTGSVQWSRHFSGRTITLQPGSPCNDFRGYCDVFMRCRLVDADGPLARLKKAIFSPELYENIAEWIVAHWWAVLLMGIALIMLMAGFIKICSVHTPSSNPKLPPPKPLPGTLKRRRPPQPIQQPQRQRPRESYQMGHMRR
GAA850 FXN act: activators of GAA850 frataxin (FXN) promoter | 0.56% of 360,000 active | AID 540364 | HEK293 lucGAA850 FXN promoter luciferase reporter, 24 h; percent of 10 µM SAHA response | activation, % at 6 µM;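 active = activation above the average of all compounds screened plus 3 SD, cutoff fixed separately per campaign, cut at about 7.5% in these data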;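 note: 0% = DMSO wells and 100% = 10 µM SAHA wells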
hcDAF-12 act: H. contortus DAF-12 activation, primary screen | HEK293 hcDAF-12 lit1-tk-luc reporter, luminescence; 0% DMSO, 100% Δ7-dafachronic acid | 1.4% of 370,000 active | activation, % at 6.8 µM;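 active = activation above the mean of all tested compounds plus 3 SD, cut at about 5.5% in these data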;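 note: 100% = response to 3 µM Δ7-dafachronic acid high control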
GC-A act: GC-A (human) enzyme activation. P16066. HEK293 GC-A cells, cGMP TR-FRET, EC30 ANP; 0% at EC30 ANP, 100% saturating ANP. activation, % at 10 µM. 0.14% of 370,000 active. AID 1671463; in the data active = activation above about 40%
Numbers without * were called inactive; . = no result given.

Letters: A = NPR2 activator; B = SMARCA2 activ; C = DAX1 inh-1; D = HGIII-sPLA2 inh; E = DAX1 inh-2; F = hgDAF12 agonist; G = ssDAF12 agonist; H = ADAM10 inh; I = GAA850 FXN act; J = hcDAF-12 act; K = GC-A act
> O=C(NC1CCCCC1)N1Cc2cc(Br)ccc2-n2nncc2C1
  A = -5.5	B = 0.3	C = 1.6	D = -3.2	E = .	F = 0.9	G = -1.0	H = -4.8	I = .	J = -2.2	K = -5.9

> O=C(c1ccccc1)c1ccccc1N=Cc1c(O)[nH]c(=O)[nH]c1=O
  A = -6.0	B = -1.5	C = 0.1	D = -3.0	E = -0.9	F = 2.6	G = -2.1	H = -11.3	I = 2.1	J = -0.3	K = -2.0

> CN(C)P(=S)(Nc1ccccc1)C(Cl)(Cl)Cl (stereo not drawn)
  A = 1.9	B = -0.7	C = -0.2	D = -7.5	E = -0.6	F = -0.3	G = -1.1	H = 6.7	I = 2.6	J = -1.6	K = -0.1

> O=C1NC(=S)N(c2ccc(Br)cc2)C(=O)/C1=C/N1CCN(C(=O)c2ccco2)CC1
  A = 1.6	B = -0.3	C = 0.0	D = -6.1	E = 4.7*	F = 1.2	G = -1.2	H = -5.0	I = 1.2	J = 0.6	K = -2.3

> CC(C)OC(=O)C1C(c2ccc(I)cc2)CC2CCC1N2C (stereo not drawn)
  A = -18.3	B = 1.2	C = 0.2	D = -3.0	E = .	F = -0.5	G = -1.5	H = -5.7	I = .	J = 0.2	K = -20.8

> CCCCc1ccc2[nH]cc(CCN)c2c1
  A = -3.4	B = -2.4	C = -0.3	D = 30.0*	E = -0.9	F = 1.3	G = -1.6	H = 4.9	I = -3.2	J = -1.1	K = -5.9

> CCC1(CC)C(=O)NC(=O)N(CCc2ccccn2)C1=O
  A = 10.4	B = 3.1	C = 0.1	D = -3.8	E = 0.6	F = -5.2	G = -0.7	H = 2.1	I = 2.6	J = -0.6	K = -0.3

> CCOC(=O)CNC(=O)CSP(=S)(OCC)OCC
  A = 5.7	B = -3.8	C = -0.5	D = 6.9	E = 0.9	F = -2.5	G = -2.2	H = -7.2	I = -2.5	J = -1.8	K = 1.4

> Nc1c(C(=O)NCCc2ccccc2)c2nc3ccccc3nc2n1CCN1CCOCC1
  A = -2.4	B = -0.9	C = -0.5	D = -9.7	E = -0.3	F = 4.6	G = -1.2	H = -474.0	I = 1.9	J = 1.7	K = 8.0

> Cc1ccc2c(c1)=C/C(=C\c1c(O)[nH]c(=O)[nH]c1=O)C(=O)N=2
  A = -0.4	B = -2.9	C = 0.1	D = 8.4	E = -0.9	F = 0.4	G = -0.6	H = -65.8	I = 2.2	J = 4.0	K = 1.9

> COC(=O)C1=C(c2ccc(Cl)c(C(F)(F)F)c2)C[C@@H]2CC[C@H]1N2C(=O)NC1CC1
  A = -0.8	B = -0.6	C = -1.0	D = -8.6	E = -0.1	F = -1.9	G = -1.4	H = 2.0	I = -3.0	J = -2.8	K = -7.4

> COc1ccc(C(=O)N2C[C@H]3C[C@@H](C2)c2cccc(=O)n2C3)cc1OC
  A = 1.2	B = 2.1	C = -0.5	D = 0.5	E = -0.4	F = 2.8	G = -1.2	H = -8.8	I = 1.7	J = -1.6	K = 2.0

> C[N+]12CCC(CC1)C(C#N)(N1CCOCC1)C2 (stereo not drawn)
  A = 4.2	B = -0.4	C = -0.3	D = 5.2	E = -0.1	F = 0.2	G = -1.4	H = 12.9	I = -0.6	J = -0.9	K = 1.9

> Cn1c(O)c(/C=N/N2CCOCC2)c(=O)n(C)c1=S
  A = -5.7	B = -0.9	C = 0.5	D = -0.7	E = 1.3	F = -0.3	G = -1.5	H = -5.5	I = -0.2	J = -0.6	K = -1.2

> CCCCCCC(C)(C)c1ccc([C@@H]2C[C@H](O)CC[C@H]2CCCO)c(O)c1
  A = 5.1	B = 0.8	C = 0.2	D = -38.6	E = -0.6	F = -0.2	G = -1.8	H = 27.4*	I = 2.9	J = -1.9	K = -3.1

> Cc1ccc(-c2cc(-c3ccc(C)cc3)[n+](-c3ccc(C(=O)[O-])cc3)c(-c3ccc(C)cc3)c2)cc1
  A = 1.6	B = 1.2	C = 0.0	D = 14.2	E = 0.8	F = 2.3	G = -1.1	H = -434.8	I = 2.2	J = 0.3	K = 0.1

> O=C(Cn1cc(C(=O)c2ccccc2F)c2ccccc21)NC1CC1
  A = -2.8	B = -2.8	C = -1.6	D = -6.0	E = -0.2	F = -5.1	G = -1.6	H = -6.8	I = -2.2	J = -2.8	K = 0.5

> COC(=O)c1ccccc1NC(=O)N1C[C@@H]2C[C@@H](C1)c1cccc(=O)n1C2
  A = 1.3	B = 2.0	C = 0.5	D = -0.3	E = -0.4	F = -0.8	G = -0.9	H = -6.5	I = 1.2	J = -1.5	K = 0.1

> Cc1ccc(-n2c(O)c(C=Nc3ccc(Br)cn3)c(=O)[nH]c2=O)cc1
  A = 3.7	B = 1.2	C = -0.2	D = 0.9	E = 1.1	F = -1.7	G = 0.1	H = 1.2	I = 2.5	J = 2.5	K = -1.8

> COc1cccc(C2(O)CCN(Cc3ccncc3)CC2)c1
  A = -0.9	B = 1.9	C = -1.0	D = 1.3	E = -0.2	F = 3.0	G = -1.3	H = -3.2	I = 2.9	J = -1.8	K = 3.2

> COP(=S)(OC)SCn1nnc2ccccc2c1=O
  A = -0.3	B = -5.7	C = -0.7	D = 16.7	E = 0.4	F = -2.7	G = -1.1	H = -23.2	I = 1.5	J = -1.2	K = 3.1

> COc1ccc(CN2C(=O)NC(=O)/C(=C\c3ccco3)C2=O)cc1
  A = 11.9	B = -0.6	C = -0.3	D = -2.7	E = 0.2	F = -2.0	G = -0.4	H = 9.4	I = 0.8	J = -0.5	K = 22.8

> O=C(C1CCN(S(=O)(=O)c2ccccc2)CC1)N1CCC2(CC1)OCCO2
  A = -3.4	B = 1.4	C = -0.4	D = 4.3	E = -0.9	F = 0.5	G = -1.1	H = 0.4	I = 2.1	J = -2.2	K = -5.2

> CC(C)(C)C(=O)N1Cc2ccccc2-n2nncc2C1
  A = 4.4	B = -2.4	C = 1.1	D = 3.9	E = -0.7	F = 2.1	G = -1.1	H = -2.2	I = 0.2	J = 0.0	K = 4.0

> O=c1[nH]c(O)c(Cc2ccc3c(c2)OCO3)c(=O)[nH]1
  A = 2.5	B = -5.0	C = 0.7	D = 13.0	E = 2.3	F = 0.2	G = 0.1	H = -3.8	I = 1.0	J = -1.6	K = 3.0

Next records follow:
Letters: A = NPR2 activator; B = SMARCA2 activ; C = DAX1 inh-1; D = HGIII-sPLA2 inh; E = DAX1 inh-2; F = hgDAF12 agonist; G = ssDAF12 agonist; H = ADAM10 inh; I = GAA850 FXN act; J = hcDAF-12 act; K = GC-A act
> CC(OC(=O)c1cn(C)c2ccccc12)C(=O)N1CCCC1 (stereo not drawn)
  A = -0.8	B = -2.0	C = -0.2	D = 3.0	E = -0.2	F = 0.5	G = -1.2	H = -7.7	I = 1.4	J = -0.6	K = -1.4

> COc1ccc(-c2nn(CCC#N)cc2C(=O)O)cc1
  A = -2.4	B = -0.6	C = -0.2	D = 4.0	E = 0.8	F = -1.6	G = -1.1	H = 1.1	I = 0.8	J = -0.8	K = 1.0

> Cc1ccccc1NC(=O)NCCN1CC1
  A = 6.3	B = -1.6	C = -0.2	D = -1.2	E = 1.4	F = -1.6	G = -0.5	H = 5.1	I = 0.2	J = -1.7	K = -6.2

> COc1ccc2c(c1OC)C(=O)OC2c1c(O)n(Cc2ccc(F)cc2)c(=O)[nH]c1=O (stereo not drawn)
  A = 0.6	B = -1.3	C = 0.2	D = -2.8	E = -0.6	F = 3.9	G = -0.8	H = -5.9	I = 0.7	J = 0.3	K = 4.1

> Cc1cccc(-n2c(-c3ccccc3)nc3ccccc3c2=O)n1
  A = -7.8	B = -3.0	C = -1.0	D = 3.7	E = -0.6	F = -2.9	G = -1.6	H = -6.7	I = 1.8	J = -1.7	K = -6.6

> CCC1CN1P1(=O)OCC(C)([N+](=O)[O-])CO1 (stereo not drawn)
  A = 4.6	B = 4.2	C = 1.9	D = 3.4	E = 2.2	F = -0.6	G = -1.3	H = -11.0	I = 4.3	J = 0.0	K = -0.1

> Cc1ccc(-c2nn(CCC#N)cc2C(=O)O)cc1C
  A = 0.1	B = -1.3	C = -0.4	D = 2.3	E = 0.9	F = -0.8	G = -1.4	H = 3.9	I = 1.1	J = -1.6	K = -0.9

> CCC(=NCCO)c1c(O)n(-c2ccc(Cl)cc2)c(=O)[nH]c1=O
  A = -1.5	B = -3.8	C = -0.8	D = -1.4	E = 1.0	F = -0.3	G = -0.7	H = -1.5	I = -0.9	J = 2.2	K = -1.1

> Cc1ccc(N(C)C(=O)Oc2cccc3ccc(C)nc23)cc1
  A = -0.4	B = 3.0	C = -0.1	D = 1.7	E = -0.6	F = -1.4	G = -1.2	H = 4.4	I = 1.9	J = -1.3	K = 0.3

> NC1CC2CCCCC2CC1(O)c1ccccc1 (stereo not drawn)
  A = 3.7	B = -3.9	C = 0.0	D = 9.8	E = 2.1	F = 0.8	G = -0.9	H = -4.2	I = 1.2	J = -2.0	K = 5.0

> COC(=O)C(NC(=S)N1CC2C[C@@H](C1)Cn1c2cccc1=O)C(C)C (stereo partly drawn)
  A = 6.7	B = -0.7	C = -0.1	D = 7.0	E = 2.7	F = 3.2	G = -1.9	H = -6.3	I = 2.2	J = 2.0	K = -0.7

In the list so far, 7 have a carbonyl joined to an NH by a bond outside any ring:
Letters: A = NPR2 activator; B = SMARCA2 activ; C = DAX1 inh-1; D = HGIII-sPLA2 inh; E = DAX1 inh-2; F = hgDAF12 agonist; G = ssDAF12 agonist; H = ADAM10 inh; I = GAA850 FXN act; J = hcDAF-12 act; K = GC-A act
> O=C(NC1CCCCC1)N1Cc2cc(Br)ccc2-n2nncc2C1
  A = -5.5	B = 0.3	C = 1.6	D = -3.2	E = .	F = 0.9	G = -1.0	H = -4.8	I = .	J = -2.2	K = -5.9

> CCOC(=O)CNC(=O)CSP(=S)(OCC)OCC
  A = 5.7	B = -3.8	C = -0.5	D = 6.9	E = 0.9	F = -2.5	G = -2.2	H = -7.2	I = -2.5	J = -1.8	K = 1.4

> Nc1c(C(=O)NCCc2ccccc2)c2nc3ccccc3nc2n1CCN1CCOCC1
  A = -2.4	B = -0.9	C = -0.5	D = -9.7	E = -0.3	F = 4.6	G = -1.2	H = -474.0	I = 1.9	J = 1.7	K = 8.0

> COC(=O)C1=C(c2ccc(Cl)c(C(F)(F)F)c2)C[C@@H]2CC[C@H]1N2C(=O)NC1CC1
  A = -0.8	B = -0.6	C = -1.0	D = -8.6	E = -0.1	F = -1.9	G = -1.4	H = 2.0	I = -3.0	J = -2.8	K = -7.4

> O=C(Cn1cc(C(=O)c2ccccc2F)c2ccccc21)NC1CC1
  A = -2.8	B = -2.8	C = -1.6	D = -6.0	E = -0.2	F = -5.1	G = -1.6	H = -6.8	I = -2.2	J = -2.8	K = 0.5

> COC(=O)c1ccccc1NC(=O)N1C[C@@H]2C[C@@H](C1)c1cccc(=O)n1C2
  A = 1.3	B = 2.0	C = 0.5	D = -0.3	E = -0.4	F = -0.8	G = -0.9	H = -6.5	I = 1.2	J = -1.5	K = 0.1

> Cc1ccccc1NC(=O)NCCN1CC1
  A = 6.3	B = -1.6	C = -0.2	D = -1.2	E = 1.4	F = -1.6	G = -0.5	H = 5.1	I = 0.2	J = -1.7	K = -6.2

Compound activity from PubChem BioAssay.

These rows are one share of the data; rates above refer to the full screens.
